High-throughput results deposited in PubChem by National Center for Advancing Translational Sciences (NCATS).
TRHR PAM: TRH receptor (human) allosteric enhancement. enhancement, % at 2 µM. 360,000 compounds, 0.66% hits. TRHR cells, fluo-8 calcium fluorescence, EC20 TRH enhancement; in the data active means enhancement above about 30%; further: 0% is about no effect
Target sequence (P34981 whole entry, looked up): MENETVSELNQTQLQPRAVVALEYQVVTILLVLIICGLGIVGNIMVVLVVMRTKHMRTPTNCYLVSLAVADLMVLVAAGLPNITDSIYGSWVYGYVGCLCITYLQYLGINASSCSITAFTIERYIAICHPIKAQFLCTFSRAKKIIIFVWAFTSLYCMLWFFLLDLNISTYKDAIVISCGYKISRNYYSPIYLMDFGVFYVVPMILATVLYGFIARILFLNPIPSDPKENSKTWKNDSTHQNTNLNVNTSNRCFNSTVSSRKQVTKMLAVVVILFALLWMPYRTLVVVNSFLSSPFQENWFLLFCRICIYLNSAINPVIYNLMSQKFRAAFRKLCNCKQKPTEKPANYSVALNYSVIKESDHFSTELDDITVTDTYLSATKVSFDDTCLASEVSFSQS
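Enhancer read-out: after compound pinning and an initial kinetic agonist-mode read, an EC20 of TRH (10 nM final) was injected and fluo-8 calcium signal (Ex 480/Em 530) followed at 1 s/cycle for 100 cycles in TRHR-expressing cells.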
D2 potentiator: positive allosteric modulators of human D2 dopamine receptor | P14416 | HEK293 T-REx D2, calcium flux, EC20 dopamine potentiation | potentiation, % at 10 µM | 340,000 compounds, 0.34% hits | AID 485347;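 active means potentiation over 3 SD above the plate norm, cut at about 30% in these data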; further: 0% is about no effect
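Primary screen. Calcium kinetics in induced HEK293 T-REx D2 cells: compound pre-addition 180 s, EC20 dopamine, 180 s more.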
D1 antag: blocks dopamine activation of the human D1 receptor; 360,000 compounds, 3.2% hits; P21728; activity change, negative = inhibition, % at 10 µM; HEK293 TREx D1 cells, calcium flux, dopamine EC80; hits give low values; in the data active means activity change below about -30%; further: on the % scale 0 is the no-effect control and ±100 the full control effect
Target sequence (P21728 whole entry, looked up): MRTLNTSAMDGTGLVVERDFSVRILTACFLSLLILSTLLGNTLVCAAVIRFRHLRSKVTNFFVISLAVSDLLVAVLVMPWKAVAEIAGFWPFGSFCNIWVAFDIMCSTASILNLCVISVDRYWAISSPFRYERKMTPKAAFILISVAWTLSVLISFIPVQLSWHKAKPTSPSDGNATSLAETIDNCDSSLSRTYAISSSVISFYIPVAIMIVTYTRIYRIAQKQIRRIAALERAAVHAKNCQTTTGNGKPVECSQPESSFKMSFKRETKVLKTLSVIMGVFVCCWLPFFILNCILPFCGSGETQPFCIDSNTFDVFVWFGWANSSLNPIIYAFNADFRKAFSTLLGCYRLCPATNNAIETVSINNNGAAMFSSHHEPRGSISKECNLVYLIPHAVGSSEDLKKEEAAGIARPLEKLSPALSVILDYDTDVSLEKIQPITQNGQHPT
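Compound effects on dopamine-evoked calcium signalling were measured in tetracycline-induced HEK293 Trex D1 cells. Dopamine at EC80 followed a 180 s compound pre-read, and fluorescence was tracked kinetically for 180 s more.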
D1 agonist: agonists of human D1 dopamine receptor; P21728; HEK293 T-REx D1 cells, calcium flux, agonist mode; activation, % at 2 µM; 360,000 compounds, 1% hits; further: 0% is about no effect
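Agonism was scored from calcium flux recorded over 180 s (1 read/s) after pintool compound addition, following a 10-cycle baseline. Cells were inducible force-coupled HEK293 TREx D1, plated overnight at 30 C and loaded with no-wash calcium dye.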
D2 antagonist: D2 dopamine receptor (human) antagonism. 340,000 compounds, 2% hits. P14416. AID 485344. inhibition, % at 10 µM. HEK293 TREx D2 cells, calcium flux, dopamine EC80; in the data active means inhibition above about 30%; further: 0% is about no effect
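Calcium flux kinetic readout in an inducible HEK293 TREx D2 line plated overnight at 30 C. After 180 s compound exposure, an EC80 dopamine challenge follows with another 180 s kinetic read to detect antagonism.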
D1 PAM: potentiators of human D1 dopamine receptor | potentiation, % at 10 µM | HEK293 TREx D1 cells, calcium flux, dopamine EC20 potentiation | P21728 | 360,000 compounds, 0.036% hits; in the data active means potentiation above about 30%; further: 0% is about no effect
RXFP1 antagonist: RXFP1 (human) relaxin receptor antagonism; Q9HBX9; HEK293-RXFP1, relaxin-stimulated cAMP HTRF, 30 min; hits give low values; activity change, negative = inhibition, % at 57.5 µM; 350,000 compounds, 0.59% hits; AID 1259400;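 active means activity change of -60% or lower, but not beyond a set lower limit; inconclusive means change between -60% and -40%, or beyond the set limit; inactive means change above -40%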; further: on the % scale 0 is the no-effect control and ±100 the full control effect
D2 ag: D2 dopamine receptor (human) agonism. HEK293 T-REx D2 cells, calcium flux agonist mode. AID 485358. activation, % at 2 µM. 340,000 compounds, 0.53% hits;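 active means activation over 3 SD above normal in the single-dose calcium agonist read, cut at about 30% in these data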; further: 0% is about no effect
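Agonism scored from kinetic calcium signal (1 read/sec, 180 s) following compound pin transfer, after a 10 s baseline. Cells: HEK293 Trex line expressing inducible D2 receptor coupled to calcium, dye-loaded after overnight culture at 30 C.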
TRHR ag: agonists of human TRH receptor; activation, % at 2 µM; TRHR cells, calcium flux fluo-8, FDSS agonist mode; P34981; 360,000 compounds, 0.18% hits; further: 0% is about no effect
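Fluo-8-loaded TRHR cells; 10 s baseline, compound added, kinetic Ca2+ fluorescence read 1/s, agonist mode.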
* marks the source's active call; other numbers are inactive results; ? = inconclusive; nt = not tested or not shown; & = joins results of further samples. Unless noted, no stated cut-off is given here; in the data, active means activation above about 30%; inactive means the rest. Compounds as they come. Share with any hit: about 7.3%.

SMILES	TRHR PAM	D2 potentiator	D1 antag	D1 agonist	D2 antagonist	D1 PAM	RXFP1 antagonist	D2 ag	TRHR ag
CCc1ccc(CNC(=O)c2ccc(OC)c(OC3CCN(C(C)C)CC3)c2)nc1	-22	-10	-80*	0	42*	-13	-12	0.6	-0.4
CC1CCc2c(sc3nc(C(C)(C)C)nc(N4CCN(C(=O)CCl)CC4)c23)C1 (stereo not drawn)	2	nt	-4	4	nt	-4	?	nt	-0.1
O=C(/C=C/c1ccc2c(c1)OCO2)Nc1nc2ccccc2s1	-4	-1	-6	3	12	-8	-1	0.3	1.1
COc1ccc(N2C(=O)CC(NCCNc3ccc([N+](=O)[O-])cn3)C2=O)cc1 (stereo not drawn)	1	6	-11	2	-14	-4	7	0.0	0.0
O=C(CSc1nnc2ccc(-c3ccncc3)nn12)c1cccs1	-4	6	-3	1	2	0	-8	1.3	-0.4
COc1ccc(/C=N/NC(=S)NCC2CCCO2)cc1 (stereo not drawn)	-9	2	-1	2	1	-7	-7	0.0	-0.5
COc1ccc2[nH]c(=O)c(CN(C(=O)NC3CCCCC3)C3CCCC3)cc2c1	-7	-15	1	1	-8	19	-13	-1.1	-0.6
CCCNC(=O)c1onc(CSc2cccc(OC)c2)c1C(=O)NCCC	2	7	-11	0	-12	0	nt	-0.4	-0.3
CCCOC(=O)c1ccc(Oc2cn[nH]c2-c2ccc(OCC)cc2O)cc1	1	10	-1	2	9	-3	-15	0.0	0.1
COCc1cc(C)nc(SCC(=O)NCc2ccco2)c1C#N	-5	-1	6	2	-1	1	2	-0.8	0.0

In the list so far, two have an NH in an aromatic ring:
SMILES	TRHR PAM	D2 potentiator	D1 antag	D1 agonist	D2 antagonist	D1 PAM	RXFP1 antagonist	D2 ag	TRHR ag
COc1ccc2[nH]c(=O)c(CN(C(=O)NC3CCCCC3)C3CCCC3)cc2c1	-7	-15	1	1	-8	19	-13	-1.1	-0.6
CCCOC(=O)c1ccc(Oc2cn[nH]c2-c2ccc(OCC)cc2O)cc1	1	10	-1	2	9	-3	-15	0.0	0.1

More results:
SMILES	TRHR PAM	D2 potentiator	D1 antag	D1 agonist	D2 antagonist	D1 PAM	RXFP1 antagonist	D2 ag	TRHR ag
CC(=O)c1ccc(OC(=O)C2c3ccccc3Oc3ccccc32)cc1	-9	-4	-4	6	4	4	-9	0.3	1.3
CC(C)c1ccc(C2(C)NC(=O)N(CC(=O)NCC3COc4ccccc4O3)C2=O)cc1 (stereo not drawn)	-6	12	-6	0	16	-2	-3	-0.3	-2.5
CN(C)CC1CCCCC1OC(=O)/C=C/c1ccccc1 (stereo not drawn)	11	15	0	6	3	5	-15	0.8	0.3
COc1ccccc1N1CCN(C(=O)c2ccc(N3CCCCS3(=O)=O)cc2)CC1	-4	25	-2	-1	-9	0	-8	0.3	0.0
Cc1ccc(C)c(S(=O)(=O)N2CCCOC2CNC(=O)C(=O)NCc2ccccn2)c1 (stereo not drawn)	2	1	5	-1	-6	-2	-6	1.8	0.0
Cc1csc(NC(=O)c2ccc(Br)s2)n1	6	16	-17	9	3	2	-17	0.6	1.5
CC(C)CCNC(=O)C(=O)Nc1c2c(nn1-c1ccc(Cl)cc1)CSC2	5	-5	nt	-1	nt	0	-5	nt	0.1
S=C(NCCN1CCOCC1)N/N=C/c1ccccc1	-6	nt	3	1	nt	0	9	nt	0.0
COc1ccc(-c2noc(CCC(=O)NC3CCCCCC3)n2)cc1	-1	4	-13	9	-3	-12	26	0.2	-0.3
Cc1ccc(S(=O)(=O)NCCCNc2ccc([N+](=O)[O-])cc2)cc1	-6	-1	-22	16	-3	-4	-15	0.4	-0.8
O=c1sc(/C=N/Nc2ccccc2)c(Cl)n1Cc1ccccc1	-8	11	-5	22	-11	2	-25	1.5	1.4
CC(=O)O/C(=C\c1cn(C(C)=O)c2ccccc12)C(=O)O	2	0	-17	2	-5	-4	7	0.8	0.4
Cc1cc(C)cc(N(CC(=O)NCc2ccco2)S(=O)(=O)c2ccccc2)c1	10	-6	5	1	0	-5	6	-1.9	-2.8
Cc1ccc(OCC(=O)Nc2cc(-c3nc4ccccc4[nH]3)ccc2C)c(C)c1	2	-6	5	1	nt	-4	nt	-0.7	-0.6
Cc1cc2occ(CC(=O)NC3=NCCS3)c2cc1C(C)C	-6	1	-6	3	4	-1	6	-0.4	-0.7
Cc1ccc(S(=O)(=O)c2cn(C)c3cc(N4CCN(C)CC4)c(F)cc3c2=O)cc1	2&-5	3&4	3&-3	6&0	1	-2&-1	0&-5	0.0&0.4	0.1&0.2
COC(=O)c1c(NC(=O)CN2C(=O)C(=O)N(CC(C)C)C2=O)sc2c1CCCCC2	1	16	12	0	-3	0	-18	0.6	0.1
CCc1ccc(NC(=O)c2sc(-n3nc(C)c(Cc4ccc(OC)cc4)c3C)nc2C)cc1	1	-24	-3	0	nt	1	9	-0.9	-1.0
CCOc1ccc(NC(=O)CNC(=O)COc2ccccc2)cc1	1	1	11	1	8	0	10	0.3	-0.2
COc1ccc(CCN(C)C(=O)c2ccc(S(=O)(=O)Nc3ccccc3C)cc2)cc1OC	15	6	0	2	3	-6	6	-1.6	1.1
COc1cccc(OC)c1C(=O)Nc1nc(COc2ccccc2)cs1	0	15	-25	11	-7	0	-23	-1.0	-0.4
Cc1ccc(-n2c(-c3ccncc3)n[nH]c2=S)cc1C	2	5	4	3	15	3	1	0.9	-0.2
CON/C=C(\C=Nc1ccc(Cl)cc1Cl)c1ncc(C(F)(F)F)cc1Cl	-4	-5	0	0	19	2	2	0.7	0.2
Cc1cc(C)nc(NNC(=O)NC2CCCCC2)n1	-4	-4	22	6	-10	-3	-4	-0.2	0.6
COc1ccc(/C=C2\SC(=S)N(NS(=O)(=O)c3ccc(C)cc3)C2=O)c(OC)c1	-7	-12	-28	3	18	1	-33	-0.1	0.0
COc1ccc(/C=C/C(=O)NCCc2ccc(OC)c(OC)c2)cc1	2	-2	-18	1	-3	-1	1	-1.7	-0.1
COC(=O)C1=C(C)N(C)C(C)=C(C(=O)OC)C1c1ccc(F)c(Br)c1	-5	-5	-23	-1	2	-11	-22	-1.0	-2.0
CCOc1cc(-c2ccc3c(c2)OCO3)cc(=O)c2c(C)oc(C)c12	-6	10	-6	3	-10	-3	nt	0.3	0.9
COCCC(=O)N1CCC(Oc2ccc(C(=O)N3CCCC(CCCO)C3)cc2)CC1 (stereo not drawn)	9	2	1	1	-5	-2	0	-0.6	0.6
O=C(CC12CC3CC(CC(C3)C1)C2)Nc1ccccc1N1CCOCC1	1	-16	15	4	5	7	1	0.3	1.4
Cc1cc(C)c2c(CC(=O)Nc3ccc(S(=O)(=O)N4CCCCC4)cc3)coc2c1	-9	5	17	6	nt	1	-34	1.0	1.1
COc1ccc(CCNC(=O)Cc2ccsc2)cc1	-11	2	15	2	6	1	-5	-0.7	-0.4
CC1CC(C)CN(S(=O)(=O)c2ccc3oc(=O)ccc3c2)C1 (stereo not drawn)	1	-2	1	1	14	-6	-7	-0.8	-0.4
CC1(C)CC(=O)C2=C(C1)N(c1ccccc1)C(N)=C(C#N)C2c1cccnc1 (stereo not drawn)	4	-3	2	2	7	12	nt	nt	0.1
Cc1cc(C(=O)COC(=O)CNS(=O)(=O)c2ccc3ccccc3c2)c(C)n1-c1ccccc1	5	-7	0	5	-14	-3	-3	-0.1	2.9
CCN(CC)C(=O)CN(c1cc(Cl)ccc1OC)S(=O)(=O)c1ccc(C)c([N+](=O)[O-])c1	-6	-7	3	-1	12	7	-11	2.5	-0.9
CCOc1cc(Br)c(CC(=O)O)cc1OCC	2	1	8	4	6	-2	-3	-0.4	-0.2
Cc1ccc(S(=O)(=O)N2CCN(C(=O)COC(=O)c3cccnc3Cl)CC2)c(C)c1	9	nt	9	3	nt	-3	-5	nt	-0.3
COc1ccc(CCNC(=O)c2ccccc2NS(=O)(=O)c2c(F)cccc2F)cc1	3	-11	-2	2	-30	-2	3	0.2	0.1

6 compounds out of the list, ordered by molar mass, largest number first:
SMILES	TRHR PAM	D2 potentiator	D1 antag	D1 agonist	D2 antagonist	D1 PAM	RXFP1 antagonist	D2 ag	TRHR ag
CCN(CC)C(=O)CN(c1cc(Cl)ccc1OC)S(=O)(=O)c1ccc(C)c([N+](=O)[O-])c1	-6	-7	3	-1	12	7	-11	2.5	-0.9
CCc1ccc(NC(=O)c2sc(-n3nc(C)c(Cc4ccc(OC)cc4)c3C)nc2C)cc1	1	-24	-3	0	nt	1	9	-0.9	-1.0
Cc1ccc(S(=O)(=O)N2CCN(C(=O)COC(=O)c3cccnc3Cl)CC2)c(C)c1	9	nt	9	3	nt	-3	-5	nt	-0.3
COC(=O)C1=C(C)N(C)C(C)=C(C(=O)OC)C1c1ccc(F)c(Br)c1	-5	-5	-23	-1	2	-11	-22	-1.0	-2.0
Cc1cc(C)cc(N(CC(=O)NCc2ccco2)S(=O)(=O)c2ccccc2)c1	10	-6	5	1	0	-5	6	-1.9	-2.8
CC(C)CCNC(=O)C(=O)Nc1c2c(nn1-c1ccc(Cl)cc1)CSC2	5	-5	nt	-1	nt	0	-5	nt	0.1
